GAA glycogen – inhibitors or activators of human alpha-glucosidase glycogen cleavage; Potency, µM (doses to about 76.4 µM), without a hit: at the highest dose activity change, negative = inhibition, hits mostly inhibitors; actives 0.38% (n = 300,000); recombinant GAA, glycogen substrate, Amplex Red glucose oxidase fluorescence; P10253;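 note: potency is the fitted concentration of half-maximal effect; 0% = full enzyme reaction and -100% = no-enzyme basal signal; the screen sought inhibitors and activators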
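Recombinant human enzyme (4 nM); glycogen substrate; 37 C, 40 min, pH 5.0. Readout: coupled glucose oxidase/Amplex Red fluorescence.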
HTT ATP protect – Huntington cell model cytoprotection by ATP luminescence. PC12 HTT-Q103 induced, cytoprotection, ATP luminescence, 40 h. Potency, µM (top dose mostly 56.4 µM), for the others: cytoprotection (ATP increase), actives largely listed as activators. actives 0.14% (n = 230,000);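 note: potency is the fitted concentration of half-maximal effect; % of control where 0% means no effect; nearly all actives have a fitted effect of over 45% in size; toxic huntingtin expression switched on by the ecdysone agonist tebufenozide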
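Compounds added alongside 100 nM tebufenozide, which induces toxic Q103 huntingtin exon 1-GFP in stable PC12 cells; surviving cells quantified by luminescent ATP measurement. Medium: phenol red-free DMEM, 5% equine and 5% calf serum.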
Lamin A splicing – changes lamin A minigene splicing in HeLa cells. HeLa LMNA splicing GFP/RFP minigene ratio, 48 h. Potency, µM (titrated, usually from 46.1 µM), without a hit: at the highest dose ratio change, negative = inhibition, actives largely listed as inhibitors. actives 0.01% (n = 200,000). AID 1487; active = well fitted inhibition curve with a large enough effect in the signal ratio, with a control signal flat, not every such curve was filed as active; inconclusive = small, poorly fitted or top-dose-only effect, or effect the other way, or a change in a side signal; the % refers to the signal ratio; note: potency is the fitted concentration of half-maximal effect; % is set by controls: 0 for no effect and ±100 for the full control effect
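S3 HeLa stable clones carrying a lamin A-EGFP splicing minigene plus DsRed2 were seeded at 600 cells/well in Opti-MEM with 2% FBS, pin-dosed and incubated 48 h at 37°C. Acumen cytometry (488 nm) gave the GFP/RFP total-intensity ratio.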
aGlu spleen mod – inhibits or activates alpha-glucosidase in human spleen homogenate | P10253 | human spleen homogenate, 4-MU-alpha-glucoside fluorescence | Potency, µM (series often up to 79.9 µM), for the others: top-dose activity change, negative = inhibition, hits mostly inhibitors | actives 0.006% (n = 240,000) | AID 2112;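 note: potency is the fitted concentration of half-maximal effect; 0% = enzyme with vehicle and -100% = no enzyme basal signal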
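Enzyme source: human spleen homogenate, 1 ug/well. Buffer 50 mM citric acid/K phosphate pH 5.0, 0.01% Tween-20. 4-MU-alpha-glucoside 1 mM; 37 C x 40 min; NaOH/glycine stop; fluorescence.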
HttQ103 aggreg – reduces HttQ103-GFP aggregates in PC12 cells | Potency, µM (highest dose often 46.1 µM), inactives show at the highest dose activity change, negative = inhibition, actives largely listed as inhibitors | actives 1.1% (n = 220,000) | PC12 HttQ103-GFP aggregates, Acumen cytometry, 40 h; note: potency is the fitted concentration of half-maximal effect; % is set by controls: 0 for no effect and ±100 for the full control effect; nearly all actives have a fitted effect of over 60% in size
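Huntingtin Q103 exon 1–GFP aggregates in induced PC12 cells (100 nM tebufenozide) were quantified by cytometry from lysates, with compounds dosed in titration.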
CBFb RUNX1 block – blocks binding between human CBF-beta and RUNX1; AlphaScreen CBFb-His/RUNX1-biotin binding, biochemical; Potency, µM (series often up to 59.8 µM), inactives show at the top dose activity, negative = inhibition, actives largely listed as inhibitors; 230,000 tested, under 10 active; note: % of control where 0% means no effect
Target sequence (Q01196 whole entry, looked up): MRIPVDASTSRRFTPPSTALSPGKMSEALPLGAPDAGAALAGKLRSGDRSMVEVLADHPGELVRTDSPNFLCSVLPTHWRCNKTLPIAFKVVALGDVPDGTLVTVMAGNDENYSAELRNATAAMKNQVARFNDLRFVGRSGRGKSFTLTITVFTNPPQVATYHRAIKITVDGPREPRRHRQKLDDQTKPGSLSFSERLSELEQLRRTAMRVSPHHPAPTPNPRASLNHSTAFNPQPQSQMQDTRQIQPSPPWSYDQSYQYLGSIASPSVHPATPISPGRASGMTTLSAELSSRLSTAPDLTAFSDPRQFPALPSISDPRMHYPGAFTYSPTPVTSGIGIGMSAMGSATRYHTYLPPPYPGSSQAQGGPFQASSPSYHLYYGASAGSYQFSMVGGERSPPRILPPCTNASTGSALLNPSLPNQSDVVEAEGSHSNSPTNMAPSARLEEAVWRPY
Target sequence (Q13951 whole entry, looked up): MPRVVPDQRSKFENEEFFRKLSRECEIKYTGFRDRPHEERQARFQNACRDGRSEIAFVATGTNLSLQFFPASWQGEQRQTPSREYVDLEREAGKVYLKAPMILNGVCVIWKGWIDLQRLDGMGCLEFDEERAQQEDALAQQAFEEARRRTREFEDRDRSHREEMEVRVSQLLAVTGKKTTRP
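AlphaScreen binding: CBFb-His and RUNX1-biotin (30 nM each) preincubated 20 min, compound added for 15 min, then nickel and streptavidin beads for 90 min, all at room temperature. Disruption of the interaction by any mechanism counts as activity.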
GAA inh – blocks human lysosomal alpha-glucosidase | actives 0.005% (n = 200,000) | purified human GAA, 4-MU-alpha-glucoside fluorescence | P10253 | AID 1466 | Potency, µM (doses to about 76.9 µM), for inactives: at the top dose activity change, negative = inhibition, actives largely listed as inhibitors;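 note: potency is the fitted concentration of half-maximal effect; plate controls were uninhibited enzyme wells for no effect and no-enzyme background for full effect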
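Human enzyme at 4 nM with 400 uM 4-methylumbelliferyl-alpha-D-pyranoside, citrate/phosphate buffer pH 5.0, 0.005% Tween-20, 20 min at room temperature. Compounds up to 77 uM. 4-MU fluorescence (Ex 365/Em 440) read after NaOH/glycine stop; AC50 from Hill fit.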
Numbers without * were called inactive; ? = inconclusive; nt = no result given; & = joins results of further samples; [ ] = another dose, or the depositor's remark. Unless noted, calls come from the whole dose curve; as a rule, active = well fitted curve in the direction sought with a large enough effect; inconclusive = small, poorly fitted or top-dose-only effect, or another doubt; inactive = no such curve, though single readings can be large; an effect the other way counts as inactive or inconclusive. Rows were taken by chance. About 1.5% of those tested had a hit in this group.

Short forms: A = GAA glycogen; B = HTT ATP protect; C = Lamin A splicing; D = aGlu spleen mod; E = HttQ103 aggreg; F = CBFb RUNX1 block; G = GAA inh
1	O=C1C2C3c4ccccc4C(c4ccccc43)C2C(=O)N1c1nc(-c2ccccc2)cs1 (stereo not drawn)
  A: -4%; B: -35%; C: -2%; D: -8%; E: 11%; F: -8%; G: -5%
2	CC(=O)N/C(=C\c1ccccc1)C(=O)NCC(=O)O
  A: -2%; B: 6%[10 µM]; C: -13%; D: 2%; E: 20%; F: 7%; G: 6%
3	O=[N+]([O-])c1c(NCCO)cc(N2CCCCC2)c2nonc12
  A: -1%; B: 7%[10 µM]; C: -8%[46 µM]; D: 1%; E: 3%[9.22 µM]; F: 7%; G: -10%
4	CCC(=O)N=c1n(C)c2ccccc2n1CCOc1ccccc1
  A: 0%; B: nt; C: -5%; D: 5%; E: -8%; F: -20%; G: 0%
5	COC(=O)[C@H](C)NC(=O)NC(C)CCc1ccccc1 (stereo partly drawn)
  A: 7%; B: 11%; C: -4%; D: -4%; E: 23%; F: 10%; G: 1%
6	CCOC(=O)N1CCN(C(=O)COc2cc(C)c(Cl)c(C)c2)CC1
  A: -2%; B: 35%[10 µM]; C: ?; D: 3%; E: 38%[9.22 µM]; F: -5%; G: 5%
7	CC(=O)NC(C)C(=O)OCC(=O)Nc1ccc(Br)cc1 (stereo not drawn)
  A: -1%; B: 21%; C: 0%; D: 0%; E: -3%[9.22 µM]; F: -6%; G: -2%
8	COc1ccc(NC(=S)NN(C)C(=S)Nc2ccc(OC)cc2)cc1
  A: 0%; B: nt; C: ?; D: -18%; E: -9%; F: -14%; G: -13%
9	COC(=O)C1=C(C)NC(C)=C(C(=O)OCCSc2ccccc2)[C@@H]1C
  A: nt; B: -2%; C: nt; D: 2%; E: nt; F: 22%[21.7 µM]; G: nt
10	O=C(NC1CCCC1)C(=O)N(c1ccccc1F)C(C(=O)NCC1CCCO1)c1cccs1 (stereo not drawn)
  A: 2%; B: ?; C: nt; D: -1%; E: 45%[9.22 µM]; F: 0%; G: 9%
11	O=C(c1ccccc1F)N1C(=O)c2cccc3cccc1c23
  A: -1%; B: -22%; C: nt; D: 3%; E: -5%; F: 3%; G: ?
12	CCCCOc1cccc(NC(=O)CSc2nccn2C)c1
  A: 4%; B: 24%; C: 6%; D: 4%; E: 2%; F: -5%; G: 6%
13	CN(C)CCCN1C(=O)C(=O)/C(=C(/O)c2ccncc2)C1c1cccnc1 (stereo not drawn)
  A: 0%; B: -31%; C: 4%; D: -4%; E: 9%; F: 3%; G: 1%
14	Cc1ccc(CCNC(=O)C2CCC(=O)N2Cc2cccnc2)cc1 (stereo not drawn)
  A: 10%; B: -17%; C: 1%; D: -6%; E: ?; F: 3%; G: -12%
15	O=C(CCNC(=O)c1ccc(Cl)cc1)Nc1ccc(Cl)cc1F
  A: 8%; B: 19%[10 µM]; C: 3%; D: -1%; E: 2%; F: 1%; G: 5%
16	O=C(NN=C1CCC(c2ccccc2)CC1)c1ccccc1-n1cccc1 (stereo not drawn)
  A: -6%; B: ?; C: 1%; D: 4%; E: 2%; F: -3%; G: 3%
17	CC(=O)c1ccc(OC2OCCOC2Oc2ccc(C(C)=O)cc2)cc1 (stereo not drawn)
  A: 3%; B: 11%[1.9 µM]; C: ?; D: -6%; E: -24%; F: 2%; G: -3%
18	COc1ccc(CCNC(=O)CSc2n[nH]c(C)c2[N+](=O)[O-])cc1OC
  A: -3%; B: ?; C: nt; D: -2%; E: -11%; F: 3%; G: -9%
19	CC(=O)Oc1ccc(N2C(=O)CCC2=O)cc1
  A: -17%; B: -18%; C: -2%; D: 13%; E: -14%; F: -7%; G: 1%
20	CC(=O)Nc1ccc(OCC(=O)NCc2ccc(C)cc2)cc1
  A: -1%; B: -25%; C: -9%[46 µM]; D: 0%; E: 4%; F: -2%; G: 0%
21	Cc1oc(C(C)(C)C)cc1C(=O)Nc1cccc(/C=C\C(=O)O)c1
  A: 4%; B: ?; C: -2%; D: -8%; E: 8%; F: 8%; G: ?
22	Cc1ccc(-c2noc(-c3ccccc3C(=O)NCc3ccco3)n2)cc1
  A: -9%; B: -25%[10 µM]; C: nt; D: 3%; E: -18%[9.22 µM]; F: 2%; G: nt
23	COc1ccc(/C=N/Nc2nc(=O)[nH]nc2C)cc1OC
  A: -8%; B: 6%[10 µM]; C: nt; D: -2%; E: 15%[9.22 µM]; F: 0%; G: nt
24	COC(=O)[C@H](Cc1ccccc1)NC(=O)O[C@@H]1C(=O)c2cc(OC)ccc2O[C@H]1c1ccc(OC)c(Br)c1
  A: 2%; B: ?; C: ?; D: -2%&6%; E: -30%; F: -1%; G: ?
25	Clc1ccccc1-c1nn2c(Cn3cnc4ccccc43)nnc2s1
  A: 3%; B: -25%[0.074 µM]; C: -6%; D: -2%; E: -12%; F: -10%; G: -1%

Continuation:
Fields – GAA glycogen | HTT ATP protect | Lamin A splicing | aGlu spleen mod | HttQ103 aggreg | CBFb RUNX1 block | GAA inh
26. O=C(c1cccs1)N1CCN(c2ccccc2)CC1
 : -15% | -38%[inhibitor] | -1%[46 µM] | 2% | 2% | 5% | 2%
27. CCOC(=O)C1=C(C)N(CC)C(=S)NC1c1ccccc1OC(F)F (stereo not drawn)
 : 0% | ? | nt | -5% | 23% | -10% | -1%
28. Cc1ccc(CN2C(=O)CNC2=S)cc1
 : ? | 23% | nt | 1% | -3% | 8% | 1%
29. O=C(CS(=O)(=O)c1c[nH]c2ccccc12)N1CCCCC1
 : -1% | -2% | -2% | -1% | 20% | 1% | -22%
30. Nc1ccc2nc(C(F)(F)F)[nH]c2c1
 : -3% | 0%[10 µM] | 3%[46 µM] | -9% | 16%[9.22 µM] | -2% | 4%
31. CC(C)c1ccc(-c2noc(C3CCCN(S(C)(=O)=O)C3)n2)cc1 (stereo not drawn)
 : -8% | -7% | ? | -9% | -25% | 7% | ?
32. COc1ccc(CN2CCN(Cc3ccon3)CC2CCO)c(C)c1C (stereo not drawn)
 : 0% | 4%[10 µM] | nt | -1% | 6%[9.22 µM] | 14% | nt
33. Cn1c(-c2cccs2)nc2ccccc21
 : -5% | -88%[inhibitor] | nt | 8% | 4% | -3% | -3%
34. Cc1cc(NC(=O)COC(=O)[C@H](C)NC(=O)c2ccccc2)no1
 : 4% | -19% | 1% | -5% | 19% | 1% | 1%
35. COCCNC(=O)c1c[nH]c2ccc(S(=O)(=O)N3CCC4(CC3)OCCO4)cc2c1=O
 : -9% | 1%[10 µM] | -6% | -2% | -15% | 1% | ?
36. O=C(Nc1cccc2ncccc12)c1ccc(-c2ccc(Cl)cc2Cl)o1
 : 0% | -8% | 24% | -2% | -8% | -2% | -3%
37. O=C(COC(=O)C1CC(=O)N(C2CCCCC2)C1)c1ccc(F)cc1 (stereo not drawn)
 : 6% | 2% | -13% | -7% | 27% | -3% | -17%
38. O=C(Cc1cc(=O)[nH][nH]1)N/N=C/c1ccccc1[N+](=O)[O-]
 : ? | 5%[10 µM] | -8% | 0% | -11% | 6% | -2%
39. CC(C)(C)n1ncc(Oc2ccccc2[N+](=O)[O-])c(Cl)c1=O
 : -6% | nt | ? | -1% | 13µM* | -3% | 2%
40. Nc1nnc(C2CCCC2)s1
 : -11% | 0% | 7% | -3% | -11% | 3% | -5%
41. CCOC(=O)CN(Cc1ccccc1)S(=O)(=O)c1ccc(NC(C)=O)cc1
 : -6% | -3%[0.074 µM] | ? | 9% | 3% | 4% | 6%
42. O=C1/C(=C/c2ccncc2)SC(=S)N1Nc1ccccc1
 : ? | -14%[10 µM] | nt | 0% | 1%[9.22 µM] | -7% | nt
43. Cc1cccc(C2=NN(c3ccc(Br)cc3)[C@@H](C(=O)N3CCOC3=O)[C@@H]2c2ccc(Cl)cc2)c1
 : nt | -162%[inhibitor][40.3 µM] | nt | 8% | nt | ? | nt
44. COc1ccc(C(=O)NCCSc2ccc(C)cc2)cc1
 : -3% | 21%[10 µM] | 0% | -4% | 4% | 2% | -12%
45. CCOC(=O)N1CCN(Cc2nc3c(c(=O)n(C)c(=O)n3C)n2Cc2cc(C)ccc2C)CC1
 : 15% | 0% | 2% | 2% | 8% | 1% | -9%
46. CCN(CC)c1ccc(NC(=O)c2cc3ccccc3o2)c(C)c1
 : -10% | 11%[10 µM] | 1% | -3% | -13% | 2% | -6%
47. Cc1ccc(NC(=O)Cn2cc3c(n2)CCC(C)C3)cc1 (stereo not drawn)
 : 3% | -14% | -10% | -4% | -10% | 8% | 0%
48. C=CCn1c(C)csc1=Nc1ccccc1C
 : 0% | 11% | nt | -1% | -1% | -11% | -6%

4 compounds already listed, ordered by their value in HttQ103 aggreg, rising:
cpd | SMILES | GAA glycogen | aGlu spleen mod | HttQ103 aggreg | CBFb RUNX1 block | GAA inh
35 | COCCNC(=O)c1c[nH]c2ccc(S(=O)(=O)N3CCC4(CC3)OCCO4)cc2c1=O | -9% | -2% | -15% | 1% | ?
47 | Cc1ccc(NC(=O)Cn2cc3c(n2)CCC(C)C3)cc1 (stereo not drawn) | 3% | -4% | -10% | 8% | 0%
28 | Cc1ccc(CN2C(=O)CNC2=S)cc1 | ? | 1% | -3% | 8% | 1%
34 | Cc1cc(NC(=O)COC(=O)[C@H](C)NC(=O)c2ccccc2)no1 | 4% | -5% | 19% | 1% | 1%

Among those listed so far, these have a furan ring, fused or not.
Fields – GAA glycogen | HTT ATP protect | Lamin A splicing | aGlu spleen mod | HttQ103 aggreg | CBFb RUNX1 block | GAA inh
21. Cc1oc(C(C)(C)C)cc1C(=O)Nc1cccc(/C=C\C(=O)O)c1
 : 4% | ? | -2% | -8% | 8% | 8% | ?
22. Cc1ccc(-c2noc(-c3ccccc3C(=O)NCc3ccco3)n2)cc1
 : -9% | -25%[10 µM] | nt | 3% | -18%[9.22 µM] | 2% | nt
36. O=C(Nc1cccc2ncccc12)c1ccc(-c2ccc(Cl)cc2Cl)o1
 : 0% | -8% | 24% | -2% | -8% | -2% | -3%
46. CCN(CC)c1ccc(NC(=O)c2cc3ccccc3o2)c(C)c1
 : -10% | 11%[10 µM] | 1% | -3% | -13% | 2% | -6%

Source: PubChem BioAssay
